# PglD DTNB: PglD (C. jejuni) enzyme inhibition; inhibition, % at 12.5 µM; AID 602405; actives 0.098% (n = 360,000); purified PglD enzyme, DTNB colorimetric CoA detection; in the data active = inhibition above about 16%, passing the limit was not always enough; inconclusive = no clear call, values can overlap the other calls; note: strong numbers were not always called active
# ERAP1 inh: inhibitors of human ERAP1 aminopeptidase; Q9NZ08; recombinant ERAP1, Leu-AMC fluorescence, 60 min; inhibition, % at 10.7 µM; actives 0.15% (n = 340,000); AID 652197;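 active = mean replicate inhibition of at least 30%, or all replicates individually reaching that 30% level; inactive = mean below 30% and not every replicate reaching it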;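 note: 0% = neutral control wells and 100% = L-leucinethiol positive control wells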
# Target sequence (Q9NZ08 whole entry, looked up): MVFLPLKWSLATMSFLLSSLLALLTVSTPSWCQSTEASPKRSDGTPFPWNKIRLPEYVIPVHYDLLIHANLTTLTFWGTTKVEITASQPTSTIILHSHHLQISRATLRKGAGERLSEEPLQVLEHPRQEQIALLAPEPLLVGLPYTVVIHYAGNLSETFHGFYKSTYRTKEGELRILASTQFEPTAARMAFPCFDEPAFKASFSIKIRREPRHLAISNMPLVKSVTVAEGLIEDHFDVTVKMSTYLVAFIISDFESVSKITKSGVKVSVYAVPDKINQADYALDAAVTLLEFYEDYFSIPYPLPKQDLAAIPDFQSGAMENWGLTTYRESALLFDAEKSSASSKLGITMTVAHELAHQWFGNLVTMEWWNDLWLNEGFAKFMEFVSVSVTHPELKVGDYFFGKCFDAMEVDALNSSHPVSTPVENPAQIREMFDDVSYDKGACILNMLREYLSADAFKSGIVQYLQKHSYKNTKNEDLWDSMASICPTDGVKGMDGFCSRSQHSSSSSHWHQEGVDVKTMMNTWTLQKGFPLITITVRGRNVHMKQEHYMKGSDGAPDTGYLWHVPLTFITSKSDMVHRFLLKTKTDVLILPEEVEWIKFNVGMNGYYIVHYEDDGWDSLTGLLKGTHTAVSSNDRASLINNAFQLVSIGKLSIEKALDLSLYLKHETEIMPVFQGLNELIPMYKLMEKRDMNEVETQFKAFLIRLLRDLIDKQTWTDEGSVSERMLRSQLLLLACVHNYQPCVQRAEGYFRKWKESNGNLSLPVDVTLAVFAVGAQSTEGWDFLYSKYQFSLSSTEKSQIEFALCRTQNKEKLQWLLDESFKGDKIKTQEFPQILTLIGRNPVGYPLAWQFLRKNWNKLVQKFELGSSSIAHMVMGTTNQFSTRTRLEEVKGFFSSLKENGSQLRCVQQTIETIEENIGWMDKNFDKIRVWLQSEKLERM
# FN deposition inh: fibronectin deposition inhibition; actives 0.086% (n = 350,000); AH1F fibroblasts, Alexa488-fibronectin deposition fluorescence, overnight; AID 743247; inhibition, % at 12.6 µM;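 active = mean inhibition across replicates of 30% or more, regardless of how many single replicates reach that level; inconclusive = mean under 30% yet at least half of replicates reach 30%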;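 note: positive control wells lacked labelled fibronectin entirely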
#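 Assay system: AH1F fibroblasts / Quantity: 10000 cells per well / Medium: DMEM plus 2% serum, read in PBS / Reagent: labelled fibronectin 24 nM / Dosing: single dose, pinned / Times: 1 h cell attachment, overnight exposure to compound and label / Signal: fluorescence, ex 485 nm, em 525 nm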
# S100A4 inh HTS: inhibitors of human S100A4 binding to myosin IIA peptide | S100A4/TAMRA-MyoIIA peptide fluorescence polarization | actives 0.14% (n = 360,000) | inhibition, % at 10.7 µM;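 active = mean inhibition of at least 70% across replicates, with every replicate also reaching that level; inconclusive = mean inhibition reaches 70% but some replicates fall short; inactive = mean inhibition below 70%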
# Target sequence (P26447 whole entry, looked up): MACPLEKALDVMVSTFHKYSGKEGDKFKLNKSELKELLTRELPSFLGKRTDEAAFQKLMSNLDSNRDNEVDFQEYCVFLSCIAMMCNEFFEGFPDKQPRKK
#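 incubation = readout 5 min after mixing, signal stable up to 60 min | system = S100A4 monomer protein | buffer or medium = HEPES pH 7.2 with CaCl2, KCl, NaCl, DTT, Triton | benchmarks = neutral control DMSO, positive control TFP | also added = fluorescent myosin IIA peptide, 5 nM | compound dosing = one concentration per compound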
# EWS-Fli block: EWS/Fli transcriptional activity inhibition. A673 NR0B1-luciferase reporter, viability-normalised. inhibition, % at 12.6 µM. actives 0.67% (n = 350,000). AID 651661;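 active = mean inhibition of at least 50% after viability correction, with every replicate also passing that limit; inconclusive = mean reaches 50% but only one of two replicates passes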;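 note: firefly luciferase signal divided by Alamar Blue viability fluorescence both relative to DMSO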
# LGR2 antag: Drosophila LGR2 receptor signaling inhibition; HEK293 LGR2, CRE-luciferase, bursicon-stimulated, 4 h; inhibition, % at 9.99 µM; actives 0.35% (n = 380,000); AID 720647;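 active = drop in luminescence signal, shown as inhibition above about 50% in the replicate tests, limit read from the data, passing the limit was not always enough; inconclusive = probably only some replicates passing the limit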;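 note: agonist challenge used bursicon conditioned medium at about half maximal strength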
# PAX8 reporter: PAX8 transcriptional activity inhibition. RMG-I TPO-luciferase reporter, SteadyGlo, 24 h. inhibition, % at 12.6 µM. actives 1.2% (n = 360,000). AID 652154;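 active = mean replicate inhibition at least 60% with every replicate also reaching 60%; inconclusive = only one of the two criteria is met; inactive = mean below 60% and not all replicates reaching 60%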;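 note: luciferase light reporting Pax8 driven TPO promoter activity; plate controls were median of neutral control wells for no effect and mitoxantrone controls for full effect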
# PGC1a acetyl inh: modulators of PGC1a acetylation; U2OS PGC1a acetylation, AlphaScreen anti-acetyl-lysine; with virally co-expressed GCN5 acetyltransferase; inhibition, % at 15.6 µM; actives 0.17% (n = 350,000); AID 651687;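 active = every replicate shows inhibition of at least 40%; inconclusive = mean inhibition at least 40% but some replicate below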;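 note: 0% = neutral control wells and 100% = positive control wells; some results beyond the cut were filed as inactive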
# * hit, by the source's call; ? = inconclusive; . = no result given; & = joins results of further samples.
# Screens by letter: A = PglD DTNB; B = ERAP1 inh; C = FN deposition inh; D = S100A4 inh HTS; E = EWS-Fli block; F = LGR2 antag; G = PAX8 reporter; H = PGC1a acetyl inh
> CCCCCCn1c(=O)c(C(=O)N/N=C/c2cccc(F)c2)c(O)c2ccccc21
  A: .; B: -2; C: 1; D: -7; E: 17; F: -16; G: 4; H: .
> CC(N)c1csc(Nc2ccc(C(=O)NCCCO)cn2)n1 (stereo unspecified)
  A: 3; B: 5; C: -7; D: -1; E: -1; F: -7; G: 21; H: -20
> COC(=O)c1ccc(C(=O)NCCCCO)cc1
  A: .; B: 0; C: .; D: 2; E: -3; F: 4; G: 25; H: .
> N#CCC(=O)N1CCN(C(c2ccccc2)c2ccccc2)CC1
  A: 1; B: .; C: -1; D: -5; E: -9; F: 5; G: 10; H: 14
> CCO[C@H]1OC(C(=O)N2CCCC2)=C[C@@H](c2ccc3c(c2)OCO3)[C@@H]1CCCO
  A: .; B: 2; C: .; D: 10; E: 8; F: .; G: 5; H: 7
> COc1cc2c(cc1O)C=[N+](Cc1cc3c(cc1Br)OCO3)CC2
  A: -2; B: 2; C: .; D: 5; E: 23; F: .; G: 12; H: -5
> O=c1c2oc3nc4c(cc3c2ncn1CCCc1ccccc1)CCCC4
  A: .; B: -4; C: -9; D: -10; E: -65; F: -57; G: -22; H: .
> CO[C@@H]1CC[C@@H]2CCN(C)C(=O)CC3(CCCCC3)CN(C)C(=O)c3cc(C#N)ccc3OC[C@H]1O2
  A: -2; B: -1; C: 3; D: 1; E: 2; F: -8; G: -6; H: .
> O=C(c1ccc(OC2CCN(CCc3ccccc3)CC2)cc1)N1CCC(CO)CC1
  A: 14; B: -1; C: -2; D: -5; E: .; F: 16; G: -3; H: -7
> O=C(NC1CC1)C1=C[C@H](c2ccc3c(c2)OCO3)C[C@H](OCc2ccc(CO)cc2)O1
  A: -1; B: 0; C: 7; D: 12; E: 4; F: 34; G: -15; H: .
> CCCc1[nH]c2ccc(C#N)cc2c1CCC
  A: -4; B: 6; C: -4; D: -1; E: 20; F: 10; G: 2; H: .
> Cc1ccccc1OCCCCn1c(CO)nc2ccccc21
  A: -4; B: -1; C: -10; D: -2; E: 9; F: 0; G: -21; H: -7
> Cc1ccc(S(=O)(=O)Nc2ccc3c(c2)C(=O)N([C@@H](C)CO)C[C@H](C)[C@H](CN(C)S(=O)(=O)c2ccc(F)cc2)OCCCC[C@@H](C)O3)cc1
  A: 1; B: -2; C: .; D: -2; E: -14; F: 13; G: -24; H: -12
> CCN1[C@@H]2c3ccc(-c4ccc(OC)cc4)c(=O)n3C[C@H]1[C@H](CO)[C@H]2C(=O)NCC1CC1
  A: 0; B: 9; C: .; D: 11; E: 3; F: -9; G: -10; H: 4
> Cc1ccc2nc(C3CCN(S(=O)(=O)c4ccc5ccccc5c4)CC3)[nH]c2c1
  A: -7; B: -2; C: -9; D: 0; E: .; F: 6; G: .; H: -10
> COc1ccc(C(=O)NCCN2CCN(C(=O)c3ccc(OC)cc3)CC2)cc1
  A: -4; B: 0; C: .; D: -7; E: 7; F: 0; G: -5; H: -2
> NC(=O)CN1CCN(c2cccc(Cl)c2)CC1
  A: 2; B: -2; C: 6; D: 0; E: -4; F: 7; G: -4; H: 11
> N#CC(=Cc1ccnc2ccccc12)c1ccccc1
  A: -2; B: -1; C: 4; D: 1; E: 7; F: 0; G: -2; H: -2
> CC(C)CNC(=O)c1cccc(NC(=O)COc2cccc([N+](=O)[O-])c2)c1
  A: .; B: -4; C: -5; D: 0; E: 15; F: -7; G: 12; H: -9
> CCOc1ccc(OCCCC(=O)Nc2cc(Cl)ccc2-n2cncn2)cc1
  A: -1; B: -1; C: -4; D: -1; E: 3; F: 11; G: 17; H: .
> COc1ccc(N(CC(=O)Nc2ccc3c(c2)OCO3)S(=O)(=O)c2ccccc2)cc1
  A: -8; B: -3; C: 11; D: 2; E: 3; F: 12; G: -9; H: -5
> CC(C)NC(=O)Nc1ccc2c(c1)C(=O)N([C@@H](C)CO)C[C@H](C)[C@@H](CN(C)S(=O)(=O)c1cn(C)cn1)O2
  A: 0; B: -2; C: 1; D: -8; E: -2; F: -1; G: .; H: -7
> Cc1ccc(C(=O)Nc2ccc3c(c2)OCCO3)o1
  A: -4; B: 1; C: .; D: 1; E: -17; F: -6; G: .; H: 4
> CCc1cc(=O)oc2c(C)c(OCC(=O)NCCCN3CCCC3=O)ccc12
  A: 1; B: 6; C: -3; D: -3; E: .; F: -7; G: 6; H: 1
> CN(C)C(CNC(=O)CSC(=S)N1CCCC1)c1ccccc1 (stereo unspecified)
  A: 2; B: -2; C: -4; D: -4; E: -3; F: 8; G: -14; H: .

# Some of the entries above, reformatted.
smiles	PglD DTNB	ERAP1 inh	FN deposition inh	S100A4 inh HTS	EWS-Fli block	LGR2 antag	PAX8 reporter	PGC1a acetyl inh
CC(C)CNC(=O)c1cccc(NC(=O)COc2cccc([N+](=O)[O-])c2)c1	.	-4	-5	0	15	-7	12	-9
CCc1cc(=O)oc2c(C)c(OCC(=O)NCCCN3CCCC3=O)ccc12	1	6	-3	-3	.	-7	6	1
CO[C@@H]1CC[C@@H]2CCN(C)C(=O)CC3(CCCCC3)CN(C)C(=O)c3cc(C#N)ccc3OC[C@H]1O2	-2	-1	3	1	2	-8	-6	.
N#CC(=Cc1ccnc2ccccc12)c1ccccc1	-2	-1	4	1	7	0	-2	-2

# (listing goes on)
# Screens by letter: A = PglD DTNB; B = ERAP1 inh; C = FN deposition inh; D = S100A4 inh HTS; E = EWS-Fli block; F = LGR2 antag; G = PAX8 reporter; H = PGC1a acetyl inh
> CC(C)NC(=O)N(C)C[C@H]1Oc2ncc(C#Cc3ccncc3)cc2C(=O)N([C@H](C)CO)C[C@@H]1C
  A: 0; B: -1; C: -15; D: 2; E: -9; F: -7; G: .; H: -14
> Cc1cc(-n2c(C)cc(C(=O)COc3ccc(Cl)cc3C(N)=O)c2C)no1
  A: -2; B: 1; C: 5; D: 7; E: 33; F: 4; G: 8; H: 2
> C[C@@H]1CN([C@@H](C)CO)C(=O)c2cc(NC(=O)Cc3cn(C)c4ccccc34)ccc2O[C@@H]1CN(C)C
  A: -2; B: 1; C: .; D: -8; E: .; F: 13; G: 2; H: -6
> C=CCn1cc(C(=O)N2CCN(c3ccccc3)CC2)c(=O)c2cc(S(=O)(=O)N3CCCC3)ccc21
  A: 0; B: 5; C: 11; D: 3; E: 11; F: 16; G: 14; H: -10
> CC1CCN(Cc2c(C(=O)N/N=C/c3cc(Br)ccc3O)nnn2-c2nonc2N)CC1
  A: 4; B: -2; C: -5; D: 1; E: 29; F: 35; G: ?; H: 11
> Nc1nc(Nc2ccc(Cl)cc2)nc(NCCO)c1[N+](=O)[O-]
  A: 1; B: 0; C: 6; D: -1; E: -27; F: -5; G: -5; H: -21
> O=C(Nc1c2c(nn1-c1ccccc1)CS(=O)(=O)C2)c1ccc2c(c1)OCO2
  A: 1; B: 3; C: -1; D: 4; E: -2; F: 3; G: -1; H: 1
> CC(=O)Nc1ccc(NC(=O)COc2ccc3c(c2)CCC3)cc1
  A: .; B: -1; C: -5; D: 1; E: -1; F: -31; G: -17; H: .
> COc1cccc(-c2cnc3c(c2)C(=O)N([C@@H](C)CO)C[C@@H](C)[C@H](CN(C)Cc2ccc(C(=O)O)cc2)O3)c1
  A: 3; B: 0; C: 2; D: -4; E: -8; F: 0; G: -25; H: -6
> COC(=O)C1=C(C)N(Cc2ccccc2)C(=S)NC1c1ccc(-c2ccccc2)cc1 (stereo unspecified)
  A: .; B: 3; C: 0; D: 4; E: 0; F: -8; G: 35; H: .
> C[C@@H]1CN([C@@H](C)CO)C(=O)c2cc(C#C[C@@H](C)O)cnc2O[C@@H]1CN(C)CC1CCOCC1
  A: -4; B: -1; C: -12; D: 0; E: 6; F: 7; G: -27; H: 3
> C[C@@H]1CN([C@@H](C)CO)C(=O)c2cc(-c3cccc(F)c3)cnc2O[C@@H]1CN(C)Cc1cccc(F)c1
  A: .; B: .; C: -9; D: .; E: 3; F: -7; G: .; H: 7
> Cc1cc(NC(=O)NCc2ccccc2)c(=O)n(Cc2ccccc2F)c1
  A: 0; B: 2; C: -3; D: -2; E: -68; F: 9; G: 15; H: 4
> CC(C)(C)NC(=O)C1C(c2ccc(C(F)(F)F)cc2)=Nc2ccccc2N1C(=O)c1cccc2ccccc12 (stereo unspecified)
  A: .; B: 0; C: 1; D: -3; E: 2; F: 3; G: 41; H: .
> COc1ccc(-n2ncc3c2CC(C)(C)CC3NC(=O)CCC2=NNC(=O)CC2)cc1 (stereo unspecified)
  A: 1; B: -2; C: 4; D: -7; E: .; F: 4; G: 11; H: 1
> N#CCc1nc2ccc(S(=O)(=O)N3CCOCC3)cc2s1
  A: -4; B: 6; C: 2; D: -6; E: -7; F: -5; G: -7; H: 12
> CC(C)c1ccc(NC(=O)CCNS(=O)(=O)c2ccc3[nH]c(=O)oc3c2)cc1
  A: -4; B: -5; C: 3; D: 17; E: .; F: -3; G: 16; H: 11
> Cc1nnc(Nc2ccc(F)cc2)c2ccccc12
  A: 5; B: -5; C: 6; D: -4; E: -7; F: -3; G: -11; H: -13
> Nc1ncnc2c1ncn2C1OC(CO)C2OC21 (stereo unspecified)
  A: .; B: 1; C: 6; D: -1; E: 10; F: -34; G: 9; H: .
> Cc1ccc(NC(=O)COC(=O)Cc2c(F)cccc2Cl)cc1S(=O)(=O)N1CCOCC1
  A: 2; B: -1; C: 2; D: -1; E: 6; F: 7; G: 5; H: -18
> C[C@H]1CN([C@@H](C)CO)C(=O)c2cc(NC(=O)Cn3cnnn3)ccc2O[C@@H]1CN(C)C(=O)NC1CCCCC1
  A: 3; B: 11; C: 9; D: -6; E: 3; F: -20; G: .; H: 4
> Cc1cccc(CSC2=NCCN2S(=O)(=O)c2ccc(F)cc2)c1
  A: 4; B: -5; C: .; D: 0; E: .; F: 21; G: 4; H: .
> C[C@H]1CN([C@@H](C)CO)C(=O)CCCn2nncc2CO[C@H]1CN(C)S(=O)(=O)c1cccc(F)c1
  A: -3&-1&0; B: -2&1&2; C: -2&-10; D: 21&-3&0; E: -1&-1&-4; F: -15&13; G: -19&0; H: 11&26&-8
> O=C(C[C@H]1C=C[C@@H](NC(=O)C2CC2)[C@H](CO)O1)NCc1ccncc1
  A: 0; B: -1; C: 4; D: -30; E: -3; F: -10; G: -6; H: 1
> O=C(Nc1cnns1)Oc1ccccc1
  A: 0; B: 2; C: -4; D: -4; E: -8; F: -17; G: -1; H: .
> CCCc1cc(=O)[nH]c(SCc2cc(C(=O)OC)c(C)o2)n1
  A: -1; B: .; C: -3; D: .; E: .; F: .; G: 14; H: 3
> COc1cccc(COC(=O)CCNC(=O)c2ccc(Br)cc2)c1OC
  A: 2; B: 3; C: -2; D: 11; E: 1; F: 2; G: -16; H: 2

# A draw from above in order of formula weight, rising:
# Screens by letter: A = PglD DTNB; B = ERAP1 inh; C = FN deposition inh; D = S100A4 inh HTS; E = EWS-Fli block; F = LGR2 antag; G = PAX8 reporter; H = PGC1a acetyl inh
> COc1ccc(C(=O)NCCN2CCN(C(=O)c3ccc(OC)cc3)CC2)cc1
  A: -4; B: 0; C: .; D: -7; E: 7; F: 0; G: -5; H: -2
> Cc1ccc2nc(C3CCN(S(=O)(=O)c4ccc5ccccc5c4)CC3)[nH]c2c1
  A: -7; B: -2; C: -9; D: 0; E: .; F: 6; G: .; H: -10
> COc1cccc(COC(=O)CCNC(=O)c2ccc(Br)cc2)c1OC
  A: 2; B: 3; C: -2; D: 11; E: 1; F: 2; G: -16; H: 2
